Bioassay records: PubChem BioAssay, several laboratories
CHT allo act – human CHT allosteric activation | 0.49% of 310,000 active | AID 488977 | CHT-expressing cells, membrane potential dye, choline EC20; hits give high values; LV-AA mutant CHT in HEK293 cells | B-score at 10 µM | Q9GZV3;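 active = initial fluorescence not abnormally high and integrated response B-score, plate-corrected, over 3 SD above library mean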
Target sequence (Q9GZV3 whole entry, looked up): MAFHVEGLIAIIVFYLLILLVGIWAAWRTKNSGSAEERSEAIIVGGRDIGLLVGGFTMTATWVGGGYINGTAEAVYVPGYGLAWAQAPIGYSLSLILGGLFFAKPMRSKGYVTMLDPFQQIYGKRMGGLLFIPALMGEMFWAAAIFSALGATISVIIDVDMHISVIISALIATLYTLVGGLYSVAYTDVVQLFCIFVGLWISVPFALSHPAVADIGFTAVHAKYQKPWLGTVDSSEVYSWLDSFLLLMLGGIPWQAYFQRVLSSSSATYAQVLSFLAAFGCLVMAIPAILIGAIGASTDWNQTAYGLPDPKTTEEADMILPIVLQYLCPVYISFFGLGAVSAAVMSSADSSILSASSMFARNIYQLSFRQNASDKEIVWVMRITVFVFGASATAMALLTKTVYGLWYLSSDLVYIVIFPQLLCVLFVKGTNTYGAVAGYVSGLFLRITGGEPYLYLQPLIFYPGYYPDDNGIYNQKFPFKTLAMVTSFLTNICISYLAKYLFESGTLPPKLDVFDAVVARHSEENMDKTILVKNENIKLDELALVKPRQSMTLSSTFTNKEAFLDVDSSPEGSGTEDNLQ
OX1R antagonist – blocks the human orexin 1 receptor; AID 434989; CHO/OX1R cells, Fluo-8 calcium fluorescence, orexin A; O43613; 0.43% of 330,000 active; inhibition, % at 5 µM;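 active = inhibition above its plate's threshold, mean inhibition of all tested compounds on the plate plus 3 SD, cut at about 37% in these data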;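 also: 0% = orexin A challenge wells and 100% = SB-334867-A antagonist wells; not every result past the cut was called active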
Target sequence (O43613 whole entry, looked up): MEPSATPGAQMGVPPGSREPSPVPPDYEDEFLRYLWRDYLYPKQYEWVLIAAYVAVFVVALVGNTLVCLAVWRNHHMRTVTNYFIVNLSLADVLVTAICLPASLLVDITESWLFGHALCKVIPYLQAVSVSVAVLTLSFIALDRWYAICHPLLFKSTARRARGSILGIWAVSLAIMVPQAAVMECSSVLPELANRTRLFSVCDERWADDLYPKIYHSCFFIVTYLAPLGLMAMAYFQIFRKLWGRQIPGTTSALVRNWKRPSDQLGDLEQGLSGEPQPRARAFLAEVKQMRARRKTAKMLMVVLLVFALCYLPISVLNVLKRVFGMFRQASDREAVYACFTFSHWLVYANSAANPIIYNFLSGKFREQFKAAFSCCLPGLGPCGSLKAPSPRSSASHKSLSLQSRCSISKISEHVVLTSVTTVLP
The depositor's hits bear a star; i = inactive; / = no result given.

No.	SMILES	CHT allo act	OX1R antagonist
1	COc1ccc(NC2=NC(=S)N(c3ccc(C)cc3)C23CCCCC3)cc1	i	-12.8
2	Oc1ccc2ccccc2c1CNc1ccc(Br)cn1	i	-6.2
3	CC[n+]1c(/C=C/c2ccc(OC(C)=O)c(OC)c2)ccc2ccccc21	7.19*	/
4	C=CCOc1ccccc1/C=N/NC(=O)c1ccc(Cl)cc1Cl	i	-10.8
5	Nc1c(Cl)cc(-c2csc(NCCc3nc4cc(Cl)c(Cl)cc4n3CCCO)n2)cc1Cl	i	-11.1
6	Cc1cc(NC(=O)COc2ccccc2C)ccc1NC(=O)c1cccs1	i	-36.6
7	CN1CCc2ccccc2C1Cc1ccccc1NC(=O)c1sc2ccccc2c1Cl (stereo not drawn)	i	-28.5
8	CCCCCN(C(=O)CCC(=O)OCC(=O)N(CC)C1CCCCC1)c1c(N)n(CCCC)c(=O)[nH]c1=O	i	-11.9
9	Cc1ccc(-n2ncc3c(NCCCn4ccnc4)ncnc32)c(C)c1	i	-21.4
10	O=C(O)c1cc(NC(=O)c2cccc(F)c2)cc(NC(=O)c2cccc(F)c2)c1	i	-5.4
11	CC(NC(=O)c1ccc(Cl)cc1)C1CC2CCC1C2 (stereo not drawn)	i	-17.7
12	Cc1cccc2sc(NC(=O)c3cc(S(=O)(=O)N(C)C)ccc3N3CCCC3)nc12	i	-12.4
13	Cc1ccc(S(=O)(=O)c2nnn3c2nc(N2CCN(c4ccccn4)CC2)c2ccccc23)cc1C	i	-22.8
14	COCCCNC(=O)c1cccn2c(=O)c3cc4ccccc4cc3nc12	i	-9.3
15	CCOC(=O)c1c(C)[nH]c(C)c1C(=O)CN1C(=O)NC2(CCC(C)CC2)C1=O (stereo not drawn)	i	-24.2
16	C=C(C)c1cccc(C(C)(C)NC(=O)N2CCN(C/C=C/c3ccccc3)CC2)c1	i	-28.9
17	COC(=O)c1ccc(=O)n(Cc2ccco2)c1	i	-9.4
18	COCCOC(=O)C1=C(C)NC(=O)NC1c1c(OC)ncnc1OC (stereo not drawn)	i	5.2
19	Cc1ccsc1C(=O)OCC(=O)N1CCOCC1	i	-12.9
20	CCc1cccc(NC(=O)CCC(=O)N2CCSc3ccccc32)c1	i	3.0
21	CSc1c(SCc2ccccc2)cnn(-c2ccccc2)c1=O	i	-30.5
22	CCC1Nc2ncnc(N3CCN(c4ccccn4)CC3)c2N(Cc2ccc(Cl)cc2)C1=O (stereo not drawn)	i	-34.6
23	S=C(NCc1ccco1)N1CCC(c2nc3ccccc3o2)CC1	i	-22.0
24	O=[N+]([O-])c1ccc(Oc2ccc(S(=O)(=O)N3CCOCC3)cc2)cc1	i	-7.4
25	CC(=O)N1CCc2cc(NC(=O)c3ccc(C)cc3)ccc21	i	-17.3

Quoted from above for reference:
No.	SMILES	CHT allo act	OX1R antagonist
21	CSc1c(SCc2ccccc2)cnn(-c2ccccc2)c1=O	i	-30.5
22	CCC1Nc2ncnc(N3CCN(c4ccccn4)CC3)c2N(Cc2ccc(Cl)cc2)C1=O (stereo not drawn)	i	-34.6
23	S=C(NCc1ccco1)N1CCC(c2nc3ccccc3o2)CC1	i	-22.0
24	O=[N+]([O-])c1ccc(Oc2ccc(S(=O)(=O)N3CCOCC3)cc2)cc1	i	-7.4
25	CC(=O)N1CCc2cc(NC(=O)c3ccc(C)cc3)ccc21	i	-17.3

Next part.
No.	SMILES	CHT allo act	OX1R antagonist
26	CC(CN1CCCCC1)OC(=O)c1ccccc1Cl (stereo not drawn)	i	4.7
27	CC1=C(C(N)=O)C(c2cccnc2)n2nc(SCc3ccccc3Cl)nc2N1 (stereo not drawn)	i	-2.9
28	C[C@H]1CCC(=O)N([C@H](CSc2ccccc2)Cc2ccccc2)CC1	i	-26.1
29	CCCn1c(-c2nonc2N)nc2ccccc21	i	-22.5
30	COCCN(C(=O)COC(=O)CSc1ccc2ccccc2c1)c1c(N)n(Cc2ccccc2)c(=O)[nH]c1=O	i	-21.8
31	O=C1CN(S(=O)(=O)c2ccc([N+](=O)[O-])cc2)CC(=O)N1	i	-6.9
32	Cc1ccc(S(=O)(=O)N2CCC(C(=O)OC(C)C(=O)NC3CCCCC3C)CC2)cc1 (stereo not drawn)	/	-19.8
33	COCCN1C(=O)c2oc3ccccc3c(=O)c2C1c1ccc(OC)c(OC)c1 (stereo not drawn)	i	-17.0
34	Clc1ccccc1Nc1ncnc2c1nnn2Cc1ccccc1	i	-29.0
35	COc1ccccc1NC(=S)NC(=O)C(C)C	i	10.6
36	Cc1ccc(NC(=S)NC(=O)c2cncc(Br)c2)cc1Cl	i	-15.8
37	N#C/C(=C\c1cc2ccccc2nc1N1CCOCC1)C(=O)Nc1ccc(N2CCOCC2)cc1	i	-27.5
38	O=C1CN(CC(=O)NC(=O)NCc2ccccc2)CCN1	i	-3.2
39	CCCN1CCC(CCOc2ccccc2)(C(=O)OCC)CC1	i	-2.9
40	O=S(=O)(c1ccccc1)N1CCN=C1SCc1ccc(Cl)c(Cl)c1	i	18.4
41	CCOC(=O)CC(=O)c1[nH]c(C)c(C(=O)OCC)c1C	i	-27.2
42	Cc1nc(N2CCOCC2)nc(OC(C)C)c1[N+](=O)[O-]	i	-19.1
43	CCCC(=O)Nc1nc2ccc(OCC)cc2s1	i	-12.3
44	CCOc1ccc(C(=O)NC(=S)Nc2cccnc2)cc1	i	-10.1
45	COc1ccc(C(C)=O)cc1CSc1ccc2c(c1)OCCO2	i	-30.6
46	COc1cc(/C=N/NC(=O)CC2(C)OCCCO2)ccc1OCc1ccc(Cl)cc1Cl	i	-15.4
47	O=C(Nc1ccccc1C(=O)Nc1cccnc1)c1ccccc1	i	-8.2
48	CC(NC(=O)c1ccccc1NC(=O)c1ccccc1)C(=O)N1CCOCC1 (stereo not drawn)	i	-14.2
49	COc1ccc(-c2csc(NC(=O)C3CC(=O)N(Cc4ccco4)C3)n2)cc1 (stereo not drawn)	i	-29.6
50	O=C(O)CCCCCNC(=O)Cn1nnc2ccccc2c1=O	i	3.0

(further entries)
No.	SMILES	CHT allo act	OX1R antagonist
51	CCC(CC)c1nnc(NC(=O)C2CC(=O)N(CCc3ccc(OC)c(OC)c3)C2)s1 (stereo not drawn)	i	-19.1
52	O=C(CN1CCN(Cc2ccc3c(c2)OCO3)CC1)Nc1ccc(F)cc1	i	1.1
53	CCOC(=O)C(C)Sc1nc2ccccc2c(=O)n1CC (stereo not drawn)	i	-9.9
54	CCOC(=O)COn1c(=O)c(-c2ccc(OC)c(OC)c2)[n+]([O-])c2ccccc21	i	-39.8
55	O=C(C(=O)N1CCOCC1)c1cn(CC(=O)N2CCc3ccccc3C2)c2ccccc12	i	-28.5
56	Cc1ccc(-c2noc(C3CCCN(C(=O)c4cccc(Cl)c4)C3)n2)o1 (stereo not drawn)	i	-24.6
57	C=CCN1C(=O)C(O)(CC(=O)c2ccco2)c2cc(Br)ccc21 (stereo not drawn)	i	-20.6
58	CCC(=O)NC(=S)Nc1ccc(-c2nc3ccccc3s2)cc1	i	1.5
59	CC1CC1C(=O)N(C)CC(=O)Nc1cccc(F)c1 (stereo not drawn)	i	1.9
60	CCC(=O)Nc1cccc(NC(=O)c2cccnc2)c1	i	-7.5
61	Cc1cccc(C)c1-n1c(C)cc(/C=C2\NC(=O)NC2=O)c1C	i	-13.6
62	C/C(=C\c1ccco1)C1C(C#N)=C(N)OC2=C1C(=O)CC(C)(C)C2 (stereo not drawn)	i	-16.3
63	Cc1ccc(S(=O)(=O)CCC(=O)OCC(=O)NC(=O)c2ccccc2)cc1	i	-2.2
64	CCOc1cc(CNCCO)cc(Br)c1OCc1ccccc1Cl	i	10.2
65	Cc1sc(N/N=C/c2cc([N+](=O)[O-])ccc2O)nc1-c1ccccc1	i	-8.9
66	Clc1cc(Br)ccc1NCc1cccnc1	i	-20.1
67	CCN1CC(CN(C)Cc2nc(-c3ccc(OC)c4ccccc34)oc2C)CC1=O (stereo not drawn)	i	-27.8
68	NS(=O)(=O)c1cccc(NS(=O)(=O)c2cccc(C(F)(F)F)c2)c1	i	-8.1
69	O=C(O)c1ccc(Cl)c(S(=O)(=O)N(Cc2ccccc2)c2ccccc2Cl)c1	i	-3.2
70	O=C(NCc1cccnc1)c1ccccc1NS(=O)(=O)c1ccccc1	i	-3.7
71	CCOc1ccc(N2C(=O)Nc3ccccc3C2(O)C(=O)NCc2ccc(OC)cc2)cc1 (stereo not drawn)	i	-18.4
72	O=C(Nc1ccc(Br)cc1Cl)c1ccc(OCC2CCCO2)cc1 (stereo not drawn)	/	-23.7
73	CCN(CC)S(=O)(=O)c1cccc(C(=O)NC(Cc2c[nH]c3ccccc23)c2nnc3n2CCCCC3)c1 (stereo not drawn)	i	-23.7
74	O=C(NCCOc1ccccc1F)c1ccc2c(=O)n3c(nc2c1)CCC3	/	-16.1
75	Cc1oc2c(C)c3oc(=O)c(CCC(=O)N4C[C@H]5C[C@@H](C4)c4cccc(=O)n4C5)c(C)c3cc2c1C	i	-15.4

Further structures:
No.	SMILES	CHT allo act	OX1R antagonist
76	O=C(N/N=C/c1ccccc1O)c1cccc(C(F)(F)F)c1	i	-25.2
77	CC(=O)Nc1ccc(NC(=O)c2ccc(-n3c(C)ccc3C)cc2)cc1	i	-5.3
78	COc1ccc(C)c2sc(N(CCCN(C)C)C(=O)c3ccc(S(=O)(=O)N(C)C)cc3)nc12	i	-8.6
79	COc1ccc(S(=O)(=O)NCc2ccc3c(c2)cc(C)n3C)cc1	i	-7.6
80	O=C(c1cccc2ccccc12)N1CCN(c2ccccc2F)CC1	i	-13.4
81	Cc1cc(NC(=O)CSc2ccc(-c3ccc(F)cc3)nn2)no1	i	-23.7
82	Cc1occc1C(=O)Nc1cnn(CCCC(=O)O)c1	i	6.5
83	Cc1ccc(CCNC(=O)CCNS(=O)(=O)c2ccc3c(c2)oc(=O)n3C)cc1	i	-24.8
84	CCN(CC)C(=S)NC(=O)Cc1ccccc1	i	-12.7
85	CC(=O)Nc1ccc(NC(=O)C(C)OC(=O)C2CCN(S(=O)(=O)c3ccc4c(c3)OCCO4)CC2)cc1 (stereo not drawn)	i	-14.9
86	O=C(O)C1=NN(c2ccccc2)C(=O)C1	i	8.7
87	COC(=O)c1cccc(C(=O)N2CCC(CCC(=O)NCc3ccc(F)cc3)CC2)c1	i	-29.4
88	O=C(O)c1ccc(Cl)c(S(=O)(=O)Nc2ccccc2Cc2ccccc2)c1	i	-24.2
89	N#CCC1c2ccccc2CCN1C(=O)Nc1ccc(Cl)cc1 (stereo not drawn)	i	-6.5
90	COC(=O)CCC(=O)NC(=S)Nc1c(C)cccc1C	i	-17.2
91	Cc1ccc2sc(N(CCN(C)C)C(=O)/C=C/c3cccs3)nc2c1C	i	-6.5
92	C/C(Cc1ccccc1)=N\NC(=O)CNC(=O)c1ccccc1Br	i	-1.5
93	Cc1ccccc1NC(=O)COC(=O)CN1C(=O)NC(C)(C)C1=O	i	-19.9
94	Oc1ccc(F)cc1-c1cc(-c2ccc3c(c2)OCCO3)n[nH]1	i	-4.0
95	COc1cc(-c2nnc(SC/C=C/c3ccccc3)n2N)cc(OC)c1OC	i	-20.2
96	O=C(COC(=O)Cc1cccc(C(F)(F)F)c1)NCC1CCCO1 (stereo not drawn)	i	-11.2
97	CCN(CC#CCC1(O)c2ccccc2-c2ccccc21)CCO	i	-6.6
98	c1ccc2nc(-c3ccc4c(c3)OCO4)ccc2c1	i	-11.8
99	O=C(NC1CCCC1)C(c1ccc(F)cc1)N(Cc1ccc(F)cc1)C(=O)CCl (stereo not drawn)	i	-13.3
100	Cc1ccc(C(=O)OCc2cc(=O)n3c(C)csc3n2)s1	/	-4.9

(next part)
No.	SMILES	CHT allo act	OX1R antagonist
101	COc1cc(C(=O)NCc2cccnc2)ccc1OCC(=O)Nc1cccc(C(F)(F)F)c1	i	28.8
102	Fc1ccc(NC(=S)N/N=C/c2ccc(F)c(F)c2)cc1	i	-30.7
103	Cc1cc(C)c2nc(N3CCC(C(=O)N4CCN(c5ncccn5)CC4)CC3)sc2c1	i	-21.2
104	CCC(C(=O)NCCc1ccc(OC)cc1OC)n1nc(C)n2c(cc3occc32)c1=O (stereo not drawn)	i	-26.5
105	CC(=O)Nc1ccc(C=NNc2ccc(S(=O)(=O)Nc3ccccc3C(=O)O)cc2[N+](=O)[O-])cc1	/	-9.0
106	Cc1ccc(-c2csc3ncnc(SCC(=O)NCc4ccc5c(c4)OCO5)c23)cc1	i	5.5
107	COc1ccnc(Oc2ccc(F)cc2)c1C#N	i	3.3
108	COc1ccccc1C(=O)Nc1cc2cc(Br)ccc2oc1=O	i	-19.8
109	CCN1CCCC(OC(=O)C(c2ccccc2)c2ccccc2)C1 (stereo not drawn)	i	-3.2
110	C/C=C(\C)C(=O)NCCN1C2=NC[C@H](C(C)C)N2C[C@H]1Cc1ccc(O)cc1	i	-15.2
111	Cc1cccnc1CN1CCN(C(=O)CCc2nnc(CCc3ccccc3)o2)CC1	i	-7.5
112	CCc1ccc(C(O)(CC(C)C)C(CN2CCOCC2)c2ccccc2)cc1 (stereo not drawn)	i	/
113	CSCC[C@H](NC(=O)[C@H]1CC[C@H](CNC(=O)[C@@H](N)Cc2ccccc2)CC1)C(=O)O	i	-5.8
114	Cc1cc(-c2nnc(CCC(=O)NC(C)c3cccc4ccccc34)o2)no1 (stereo not drawn)	i	-14.0
115	Cc1c(C(=O)O)sc2nc(SCC(=O)Nc3ccc(S(=O)(=O)NC(C)(C)C)cc3)[nH]c(=O)c12	i	-11.6
116	COc1ccccc1C(=O)N1CCN=C1SCc1cccnc1	i	-6.6
117	O=C(CNC1CCCCC1)NCC1(c2ccccc2)CCCC1	i	-61.3
118	O=C(Nc1ccncc1)c1cc(S(=O)(=O)N2CCCC2)ccc1Cl	/	-12.7
119	O=C(COC(=O)CCc1ccc(S(=O)(=O)N2CCOCC2)cc1)Nc1cccc(Cl)c1	i	2.0

Rewritten in transposed form: part of the list above.
108	COc1ccccc1C(=O)Nc1cc2cc(Br)ccc2oc1=O
119	O=C(COC(=O)CCc1ccc(S(=O)(=O)N2CCOCC2)cc1)Nc1cccc(Cl)c1
Assay by compound,108,119
CHT allo act,i,i
OX1R antagonist,-19.8,2.0
